G6PDH CS – L. mesenteroides G6PDH inhibitors, counter-screen for G6PDH-coupled screening assays, biochemical, Leuconostoc mesenteroides enzyme. glucose-6-phosphate dehydrogenase [Leuconostoc mesenteroides]. Purified L. mesenteroides G6PDH, diaphorase/resazurin coupled fluorescence, 45 min. inhibition, % at 5 µM. 200,000 tested, 0.12% active; in the data active = inhibition above about 50%
Diaphorase inh – diaphorase inhibitors and chemical oxidizers, primary screen, counter-screen for diaphorase-coupled primary assays, biochemical, uHTS, resorufin fluorescence; AID 1217, 2008; diaphorase resazurin-to-resorufin fluorescence, NADH, 16 min; bacterial (C. kluyveri) enzyme, not human; inhibition, % at 20 µM; 190,000 tested, 0.69% active;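 active = primary screen inhibition at 20 µM above a set limit, cut at about 50% in these data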;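 note: plate controls were DMSO with full reaction for no effect and wells lacking NADH for full effect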
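material = Clostridium kluyveri diaphorase enzyme | amount = 0.14 U/mL diaphorase, enzyme working solution | schedule = incubation 16 min, room temperature | detection = fluorescence of resorufin formed from resazurin, Ex 544/Em 590 nm | benchmarks = positive control minus NADH, DMSO neutral control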
ROMK mod – ROMK potassium channel modulators, primary screen, cell-based, thallium flux, MLSMR library | ATP-sensitive inward rectifier potassium channel 1 (Homo sapiens), P48048 | 130,000 tested, 2% active | B-score at 10 µM | Tet-inducible ROMK, thallium flux fluorescence; actives lie on both sides | AID 1918, 2009;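 active = signal ratio slope over the read window, or its plate-corrected B-score, at least 3 SD from the plate mean, either direction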;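 note: B-score of the F/F0 ratio slope over 7 to 12 s after thallium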
Target sequence (P48048 whole entry, looked up): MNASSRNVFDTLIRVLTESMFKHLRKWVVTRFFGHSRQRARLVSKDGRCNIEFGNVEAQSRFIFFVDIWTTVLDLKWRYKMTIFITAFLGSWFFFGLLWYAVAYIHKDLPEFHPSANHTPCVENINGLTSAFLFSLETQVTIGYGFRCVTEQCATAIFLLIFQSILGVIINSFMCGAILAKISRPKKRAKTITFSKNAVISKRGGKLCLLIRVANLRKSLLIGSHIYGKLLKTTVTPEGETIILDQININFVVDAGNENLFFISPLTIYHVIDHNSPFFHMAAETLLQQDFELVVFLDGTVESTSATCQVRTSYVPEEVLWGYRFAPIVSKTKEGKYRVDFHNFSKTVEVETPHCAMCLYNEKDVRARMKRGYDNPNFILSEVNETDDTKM
PPARg SRC3 recr – PPARgamma agonists recruiting SRC-3 coactivator, primary screen, biochemical. 200,000 tested, 0.26% active. biochemical PPARgamma/SRC-3 coactivator recruitment assay. Peroxisome proliferator-activated receptor gamma (Homo sapiens), P37231. activation, % at 8 µM. AID 731, 2007; in the data active = activation above about 23%;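 note: 0% = DMSO and 100% = reference agonist; some compounds past the cut are filed as inactive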
Target sequence (P37231 whole entry, looked up): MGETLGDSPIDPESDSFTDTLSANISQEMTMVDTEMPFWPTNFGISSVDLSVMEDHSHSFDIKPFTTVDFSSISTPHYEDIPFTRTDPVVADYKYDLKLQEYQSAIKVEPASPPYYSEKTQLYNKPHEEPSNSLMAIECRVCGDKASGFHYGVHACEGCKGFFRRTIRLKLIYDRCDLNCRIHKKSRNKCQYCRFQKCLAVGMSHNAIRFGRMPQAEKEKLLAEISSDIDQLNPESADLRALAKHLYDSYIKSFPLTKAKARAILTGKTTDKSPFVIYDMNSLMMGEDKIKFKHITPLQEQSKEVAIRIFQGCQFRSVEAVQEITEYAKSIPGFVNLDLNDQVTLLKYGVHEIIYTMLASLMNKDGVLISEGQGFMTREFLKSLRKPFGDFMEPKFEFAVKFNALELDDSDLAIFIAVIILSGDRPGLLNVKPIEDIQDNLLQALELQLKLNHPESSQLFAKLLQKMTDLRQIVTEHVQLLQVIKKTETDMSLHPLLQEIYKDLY
PMI act hi M6P – human PMI activators, high substrate, primary screen, biochemical, fluorescence intensity, near-saturating mannose 6-phosphate | Mannose-6-phosphate isomerase (Homo sapiens), P34949 | coupled PMI enzyme assay, resazurin fluorescence, 20 min; active compounds read high; 1 = untreated enzyme, 0 = substrate-free blank | activation factor at 20 µM | 190,000 tested, 0.34% active | AID 1216, 2008;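 active = activation factor of 2 or more at 20 µM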
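Test system: human PMI in coupled enzyme assay; Input: PMI at 15 ng/mL final; Medium: HEPES buffer, pH 7.4; Schedule: 20 min incubation at room temperature; Technique: resorufin fluorescence at Ex 544/Em 590 nm; Compound: 20 µM single dose; Probe or stimulus: Near-saturating mannose-6-phosphate, 1.0 mM.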
S1P3 antag – S1P3 receptor antagonists, primary screen, cell-based. 170,000 tested, 0.27% active. inhibition, % at 4.98 µM. CHO S1P3 NFAT-BLA reporter, FRET fluorescence, antagonist mode. Sphingosine 1-phosphate receptor 3 (Homo sapiens), Q99500. AID 485, 2006;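 active = inhibition above the plate cutoff, the mean inhibition of test wells on that plate plus 3 SD, cut at about 28% in these data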;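 note: cells challenged with S1P at its EC80 of 0.8 µM; blue over green emission ratio from cleaved BLA substrate after 4 h stimulation; 0% = S1P-stimulated wells and 100% = unstimulated DMSO-only wells; some compounds past the cut are filed as inactive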
Diaph act CS – compounds boosting diaphorase resazurin reduction – biochemical, uHTS, resorufin fluorescence, counter-screen for diaphorase-coupled primary assays, primary screen. Diaphorase/resazurin coupled assay, 16 min; active compounds read high; 1 = vehicle wells, 0 = NADH-free wells. activation factor at 20 µM. 190,000 tested, 0.005% active;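 active = diaphorase activity raised at least twofold by the compound at 20 µM; inactive = activation factor below 2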
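Material: purified diaphorase enzyme from Clostridium kluyveri; Also added: 0.114 mM NADH and 0.1 mM resazurin, final amounts; Doses: single compound dose of 20 µM, 1% DMSO final; Times: 16 min enzyme reaction, ambient temperature; Detection: resorufin fluorescence, excitation 544 nm, emission 590 nm; Measure: increased resorufin signal from activators or reducing compounds.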
PPARg SRC-2 ag – agonists of PPARg-SRC-2 recruitment, primary screen, biochemical, HTS. Peroxisome proliferator-activated receptor gamma (Homo sapiens), P37231. PPARgamma LBD-SRC-2 recruitment. activation, % at 8 µM. 200,000 tested, 0.34% active. AID 1032, 2008; in the data active = activation above about 22%;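 note: 0% = vehicle and 100% = reference agonist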
PPARg SRC-1 ag – PPARgamma agonists recruiting SRC-1 coactivator, primary screen, biochemical; activation, % at 8 µM; 200,000 tested, 0.41% active; PPARgamma-SRC-1 coactivator recruitment biochemical assay; Peroxisome proliferator-activated receptor gamma (Homo sapiens), P37231; in the data active = activation above about 19%;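 note: 0% = DMSO and 100% = reference agonist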
TR-FRET SRC-2 ct – TR-FRET signal artefacts, primary screen, artefact control for PPARgamma SRC-2 agonist project, biochemical | TR-FRET ratio at 8 µM | TR-FRET artefact counter-screen; active compounds read high | 200,000 tested, 0.4% active | AID 1049, 2008; in the data active = TR-FRET ratio above about 2000; note: inactives centre near 1500
PMI act – activators of human PMI, primary screen, biochemical, fluorescence intensity, near-Km mannose 6-phosphate; Mannose-6-phosphate isomerase (Homo sapiens), P34949; purified human PMI, coupled resazurin fluorescence, 20 min; active compounds read high; 1 = vehicle control, 0 substrate-free wells; activation factor at 20 µM; 190,000 tested, 0.005% active; AID 1214, 2008;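 active = activation factor of 2 or more at 20 µM, relative to plate controls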
Numbers without * were called inactive; · = not tested or not shown.

#	mol	ROMK mod	PPARg SRC3 recr	TR-FRET SRC-2 ct	PMI act hi M6P	PPARg SRC-1 ag	G6PDH CS	PMI act	Diaphorase inh	Diaph act CS	S1P3 antag	PPARg SRC-2 ag
1	COc1ccc(NS(=O)(=O)c2ccc3oc4ccccc4c3c2)cn1	·	14	1599	0.9	5	5	0.9	16	0.8	-17	2
2	NC(=O)CSc1nnc(-c2ccco2)n1N	-0.21	5	1444	1	-2	-2	1.1	1	1	·	-7
3	COc1cccc(C2CC(c3ccccc3)=NN2S(=O)(=O)c2ccccc2)c1OC (centres undefined)	-0.95	-3	1422	0.9	-3	6	0.9	20	0.8	3	4
4	Cc1ccc(-c2nc3ccc([N+](=O)[O-])cc3[nH]2)cc1	0.049	-2	1581	1	14	-6	0.9	9	0.9	1	0
5	O=c1cc(NCCc2ccccc2)c2ccccc2o1	-0.31	1	1563	1.1	-1	24	1.1	12	0.9	-1	9
6	CCOP(=O)(OCC)c1nc(-c2cccc3ccccc23)oc1N1CCCCC1	-0.24	3	1717	0.9	2	5	1	11	0.9	-9	-3
7	C=CCn1c(SCc2ccc(C#N)cc2)nnc1-c1cccc(OC)c1	-1.5	6	1534	0.9	2	2	0.9	18	0.8	30	5
8	CCCCC(NC(=O)c1ccc(Cl)cc1)C(=O)O (centres undefined)	·	4	1571	1	-2	3	1.1	6	0.9	-13	2
9	O=C(COC(=O)c1ccccc1C(=O)N1CCN(c2ccc(F)cc2)CC1)NCc1ccccc1	-0.21	0	1523	0.9	-10	2	0.9	9	0.9	·	-1
10	Cc1cc(C(F)(F)F)nn1CC(=O)N1CCCC1	·	-1	1454	1	3	2	1	0	1	25	11
11	Cc1ccc(C2c3c(oc4ccccc4c3=O)C(=O)N2c2nnc(C(C)C)s2)o1 (centres undefined)	·	7	1418	1	-1	-44	1	13	0.9	12	-6
12	CCOC(=O)N1CCC(Nc2nc3ccccc3nc2NS(=O)(=O)c2ccc(Cl)cc2)CC1	·	11	1441	1	-2	-5	0.9	20	0.8	-2	13
13	O=C(NNC(=O)c1cc2cc3ccccc3nc2s1)c1ccc(F)cc1	·	6	1499	1.1	-10	1	1.2	-17	1.2	·	-8
14	O=C(Nn1c(Cc2cccs2)nc2ccccc2c1=O)c1cccs1	·	-8	1493	1.1	10	-2	1	10	0.9	-21	4
15	CCCn1c(Nc2ccc(Cl)cc2)nc2ccccc21	·	13	1697	1	1	-6	1	18	0.8	·	-1
16	COc1ccc(N2CC(C)Cn3c2nc2c3c(=O)n(Cc3ccccc3F)c(=O)n2C)c(OC)c1 (centres undefined)	-0.37	1	1557	1	6	1	0.9	11	0.9	-5	-1
17	CNC(=O)CN(C)S(=O)(=O)c1ccc(F)cc1	0.77	-6	1491	1.1	1	7	1	10	0.9	·	-5
18	Cc1noc(NS(=O)(=O)c2ccc(NC(=O)CS(=O)(=O)c3ccccc3)cc2)c1C	0.2	3	1393	1	2	9	1	9	0.9	31	0
19	COc1cc(C(=O)Nc2nnc(-c3sccc3C)s2)cc(OC)c1OC	·	15	1729	1	29*	-58	0.9	14	0.9	-17	24*
20	CCCCN(CC)CCNC(=O)CN(C)S(=O)(=O)c1ccc2c(c1)c(=O)n(C)c(=O)n2C	0.18	5	1511	1	-4	3	0.9	5	0.9	-1	1
21	CCOCCCNC(=O)N[C@@H](C)C(=O)OC	·	5	1534	1	4	6	1.1	10	0.9	-4	7
22	COc1ccccc1Cn1c(=O)c2ccccc2n2c(SCC(=O)N3CCCCC3)nnc12	·	2	1552	0.9	4	-10	0.9	16	0.8	-63	-1
23	COC(=O)c1ccc(NC(=O)c2ccccc2N(C)S(C)(=O)=O)cc1	·	7	1434	0.9	2	0	0.9	12	0.9	-62	2
24	CCOC(=O)C1CCN(C(=O)c2c(-c3c(Cl)cccc3Cl)noc2C)CC1	·	3	1427	0.9	8	-5	0.9	12	0.9	-13	-4
25	CCCC(=O)Nc1ccc(C(=O)NNC(=O)c2cccc([N+](=O)[O-])c2)cc1	0.61	-1	1333	0.8	-2	20	0.8	15	0.8	-30	-3
26	CC1CN(c2nc(-c3ccccc3)nc3ccccc23)CC(C)O1 (centres undefined)	·	-7	1489	0.9	-8	-23	0.9	16	0.8	-19	-7
27	Cc1ccccc1CNC(=O)CC1C(=O)NCCN1CC1CCCCC1 (centres undefined)	0.46	4	1691	0.8	3	8	0.8	20	0.8	9	5
28	Cc1cc(N2C(=O)C(O)=C(C(=O)c3cccs3)C2c2ccccc2)no1 (centres undefined)	·	8	1583	1	10	2	1	11	0.9	·	13
29	CCCn1nc(C(=O)OCC(=O)NC(C)c2ccccc2)c2ccccc2c1=O (centres undefined)	0.53	-2	1648	1.1	1	-3	1.1	4	1	-4	3
30	O=C(CC1C(=O)OCC2CCCCN21)Nc1ccccc1C(F)(F)F (centres undefined)	0.19	-1	1545	1.2	-1	0	1.1	6	0.9	2	-3
31	COc1ccc(S(=O)(=O)N2CCC(C)CC2)cc1Br	·	10	1630	0.9	2	1	0.8	16	0.8	12	5
32	Cc1nc(S/C(=C/c2ccc(OCc3ccc(C(=O)O)cc3)cc2)C(=O)O)n[nH]1	0.88	-3	1330	0.9	-6	5	1.1	-2	1	-4	-3
33	COc1c([N+](=O)[O-])c(=O)n(-c2ccccc2)c2ccccc12	0.15	-2	1565	1.1	0	9	1.1	6	0.9	-6	0
34	COc1ccc(-c2csc(NC(=O)c3nc(-c4ccccc4)oc3C)n2)cc1	·	12	1797	0.9	4	6	0.9	14	0.9	·	17
35	Cc1ccnc(SCCn2c(N3CCCCC3)nc3c2c(=O)n(C)c(=O)n3C)n1	0.45	-10	1274	0.9	0	3	1	9	0.9	-25	-3
36	O=C(CSc1cn(CCNC(=O)c2ccccc2)c2ccccc12)NCc1ccco1	·	5	1555	1	-1	14	0.9	11	0.9	20	1
37	Clc1ccc(NC2=NCCCCC2)cc1	-0.45	3	1490	1	2	16	1.1	8	0.9	-19	-7
38	N#C/C(=C/c1cn(-c2ccccc2)nc1-c1cccc(OCc2ccccc2)c1)C(=O)NCCCn1ccnc1	·	-3	1497	1	-7	-2	1.1	-14	1.1	-4	-5
39	Cn1c(=O)c(=O)n(C)c2cc(S(=O)(=O)N3CCc4ccccc43)ccc21	·	6	1386	1	-3	0	1	11	0.9	-11	-7
40	COc1ccccc1C(=O)N1CCN(Cc2nc(CC3CC3)no2)CC1	0.63	3	1565	0.9	12	8	0.9	23	0.8	-2	6
41	CCOC(=O)c1cc(C)sc1/N=C/C1=C(O)CCCC1=O	·	2	1467	0.8	6	12	1	12	0.9	-12	-1
42	CC1CCN(C(=O)CSc2nnc(Cc3cccn3C)n2CCc2ccccc2)CC1	·	1	1569	0.9	4	-1	1	8	0.9	-19	-3
43	O=C(CSc1nnc(-c2ccco2)n1-c1ccccc1)NCc1ccco1	·	-3	1329	1.1	-2	13	1.1	-9	1.1	·	-4
44	NC(=O)C1CCN(C(c2ccccc2Cl)c2nnnn2Cc2ccc3c(c2)OCO3)CC1 (centres undefined)	·	6	1494	1.1	1	7	1.1	5	1	6	5
45	Cc1cccnc1NC(=O)Cn1nc([N+](=O)[O-])cc1C	0.79	3	1636	1.1	-3	-3	1.1	2	1	0	6
46	CC(=O)Nc1ccc(-c2csc(NC(C)c3ccccc3)n2)cc1 (centres undefined)	-0.79	-1	1621	1.2	6	1	1.1	-2	1	-5	2
47	CCOC(=O)c1c(C)c(C(=O)NCc2cccs2)c(C)n1C	-0.62	-2	1594	0.9	6	7	1	-1	1	10	-3

Of the compounds above, 3 have two or more sulfur atoms:
#	mol	ROMK mod	PPARg SRC3 recr	TR-FRET SRC-2 ct	PMI act hi M6P	PPARg SRC-1 ag	G6PDH CS	PMI act	Diaphorase inh	Diaph act CS	S1P3 antag	PPARg SRC-2 ag
14	O=C(Nn1c(Cc2cccs2)nc2ccccc2c1=O)c1cccs1	·	-8	1493	1.1	10	-2	1	10	0.9	-21	4
18	Cc1noc(NS(=O)(=O)c2ccc(NC(=O)CS(=O)(=O)c3ccccc3)cc2)c1C	0.2	3	1393	1	2	9	1	9	0.9	31	0
19	COc1cc(C(=O)Nc2nnc(-c3sccc3C)s2)cc(OC)c1OC	·	15	1729	1	29*	-58	0.9	14	0.9	-17	24*

Reformatted field by field: part of the list above.
27	Cc1ccccc1CNC(=O)CC1C(=O)NCCN1CC1CCCCC1 (centres undefined)
  ROMK mod: 0.46 | PPARg SRC3 recr: 4 | TR-FRET SRC-2 ct: 1691 | PMI act hi M6P: 0.8 | PPARg SRC-1 ag: 3 | G6PDH CS: 8 | PMI act: 0.8 | Diaphorase inh: 20 | Diaph act CS: 0.8 | S1P3 antag: 9 | PPARg SRC-2 ag: 5

28	Cc1cc(N2C(=O)C(O)=C(C(=O)c3cccs3)C2c2ccccc2)no1 (centres undefined)
  ROMK mod: · | PPARg SRC3 recr: 8 | TR-FRET SRC-2 ct: 1583 | PMI act hi M6P: 1 | PPARg SRC-1 ag: 10 | G6PDH CS: 2 | PMI act: 1 | Diaphorase inh: 11 | Diaph act CS: 0.9 | S1P3 antag: · | PPARg SRC-2 ag: 13
